Lipid storage S3: qHTS Assay for Lipid Storage Modulators in Drosophila S3 Cells. Drosophila S3 cells, BODIPY lipid droplet fluorescence, 18-24 h; cells fed with added oleic acid. lipid storage change, negative = inhibition, % at the top dose, mostly 46.1 µM; hits show Potency in µM. 320,000 compounds, 0.64% hits; active = well fitted inhibition curve with a large enough effect in the signal ratio, with a control signal flat, not every such curve was filed as active; inconclusive = small, poorly fitted or top-dose-only effect, or effect the other way, or a change in a side signal; the % refers to the signal ratio
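Drosophila S3 cells loaded with oleic acid (400 uM, as added) and compounds at several concentrations; lipid droplets imaged by 488-nm laser-scanning cytometry, 500–530 nm intensity and object ratio to cell channel. Percent activity normalized to 20 uM Triacsin C.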
Lipid storage S3 cell count max: also measured in Lipid storage S3; calls as there; cell number change, %; measured here: cell count max response;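 cells counted by Cell Tracker Red CMTPX staining in the red channel; peak over a dose series mostly up to 46.1 µM; percent activity relative to internal control wells on each plate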
The depositor's hits bear a star; i = inactive; ? = inconclusive; · = no result given; [ ] = another dose, or the depositor's remark. % is scaled to controls: 0 for no effect and ±100 for the full control effect; potency is read from the fitted curve at half-maximal effect. Only part of the results is shown (hit frequency here may not be typical).

SMILES	Lipid storage S3	Lipid storage S3 cell count max
CC(=O)c1c(C)nc2ccc([N+](=O)[O-])cc2c1-c1ccccc1	-11.4%	-6.8
COc1ccccc1CNC(=O)c1n[nH]c2ccccc12	1.6%	15.5
Cc1ccc(C(=O)O/N=C(\N)Cc2cccs2)cc1[N+](=O)[O-]	?	·
COc1ccc2[nH]c3c(c2c1)CCN1C(=O)N([C@@H](C)C(=O)NCc2ccco2)C(=O)[C@]31C	?	·
COc1cc(C(=O)N2C(=O)CCC2=O)cc(OC)c1OC	-8.0%	4.7
Cn1c(CCC(=O)Nc2ccccc2F)nnc1SCC(=O)Nc1ccccc1Cl	i	·
COc1cccc(NC(=O)c2ccc(S(=O)(=O)N3CCCC3)cc2)c1	?	·
CCn1nc(C)c(/C=N/NC(=O)c2ccc3c(c2)c(C)c(C)n3Cc2ccccc2)c1C	?	·
CC(=O)c1ccc(NC(=O)CSc2ccc3nnc(-c4ccccn4)n3n2)cc1	9.2%	22.0
CC(O)[C@H]1CNC(=O)C(=O)N1CCCCC1CCCCC1 (stereo partly drawn)	-8.7%	4.5
Oc1ccc(-c2csc(NCc3ccco3)n2)cc1	0.3%	4.9
O=C(/C=C/c1ccccc1)c1ccoc1	?	·

3 of these compounds, reformatted.
canonical_smiles | Lipid storage S3 | Lipid storage S3 cell count max
Cn1c(CCC(=O)Nc2ccccc2F)nnc1SCC(=O)Nc1ccccc1Cl | i | ·
COc1cccc(NC(=O)c2ccc(S(=O)(=O)N3CCCC3)cc2)c1 | ? | ·
CCn1nc(C)c(/C=N/NC(=O)c2ccc3c(c2)c(C)c(C)n3Cc2ccccc2)c1C | ? | ·

Additional results.
SMILES	Lipid storage S3	Lipid storage S3 cell count max
Cc1ccccc1C(=O)N1CCc2cc(-c3nc(NC(=O)Cc4ccc5c(c4)OCO5)sc3C)ccc21	13.0%	-7.7
Cc1ccc(C(=O)N/N=C2\CCSC2)cc1[N+](=O)[O-]	?	·
CC(=O)c1cccc(CN2CCN(C(C)C)C(CCO)C2)c1 (stereo not drawn)	-3.6%	-2.4
COc1ccc(N2CCN(C(=O)c3cccc(Br)c3)CC2)c([N+](=O)[O-])c1	?	·
Cn1c2ccccc2n2c(=O)c(=O)n(CC(=O)c3ccc(F)cc3)nc12	?	·
CC(C)C[C@H](NC(=O)c1[nH]cnc1C(=O)Nc1ccc(CNC(=O)OC(C)(C)C)cc1)C(=O)OC(C)(C)C	?	·
O=C1N(O)C2(C=CCCC2)/C(=N\O)C12CCCCC2 (stereo not drawn)	?	·
O=C(Oc1ccc([N+](=O)[O-])cc1)c1cc(-c2ccccc2)nc2ccccc12	?	·
CCCC(C)NCC(=O)Nc1ccccc1-c1ccccc1 (stereo not drawn)	?	·
O=C(NCC1COc2ccccc2O1)c1cccc(S(=O)(=O)N2CCCCC2)c1 (stereo not drawn)	2.06µM*	-15.1*
Clc1ccc(/C(Cc2nc3ccccc3[nH]2)=N\Nc2ccccc2)cc1	?	·
COCCNC(=O)CN(c1ccccc1OC)S(C)(=O)=O	-8.3%	-16.4
COc1ccc(CNCc2c(C(=O)N(C)C)nc3ccc(Cl)cn23)c(OC)c1	?	·
O=Cc1cn(CCOc2ccccc2)c2ccccc12	?	·
O=P(CCNCc1ccco1)(c1ccccc1)c1ccccc1	?	·
O=C(CSc1n[nH]c(-c2cccnc2)n1)Nc1ccccc1	-4.7%	2.1
CCC(NC(=O)/C(=C\c1ccc2c(c1)OCO2)NC(C)=O)C(=O)O (stereo not drawn)	-12.5%	-0.4
Cc1ccc(C)c(S(=O)(=O)Nc2ccccc2C(=O)Nc2ccc(S(=O)(=O)Nc3ncccn3)cc2)c1	?	·
COc1cc(C)ccc1S(=O)(=O)N1CCN(C23CC4CC(CC(C4)C2)C3)CC1	?	·
CCN(CC)C(=O)CC(c1ccc(N(C)C)cc1)c1c(O)cc(OC)cc1OC (stereo not drawn)	6.5%	8.5
COCCn1c(C)cc(C(=O)COC(=O)c2ccc(NC(=O)CC#N)cc2)c1C	?	·
Cc1cccc2cc(CN(Cc3ccc(F)cc3)C(=O)C(F)(F)F)c3nnnn3c12	10.8%	12.3
Fc1ccc(C(c2nnnn2C2CCCC2)N(Cc2ccco2)CC2CCCO2)cc1 (stereo not drawn)	i	-7.5
O=C(N/N=C/c1ccc([N+](=O)[O-])o1)c1ccc2c(c1)OCO2	?	·
O=C(Cn1c(NCCO)nc2ccccc21)c1ccc(Cl)cc1Cl	12.5%	·
CCC1CCCCN1CC(=O)c1c(C)[nH]c2cc(C)ccc12 (stereo not drawn)	?	·
O=C(Nc1ccccc1)N1CCc2ccccc21	4.6%	-11.9
CSCCC1NC(=O)N(CC(=O)Nc2c(Cl)cc(Cl)cc2Cl)C1=O (stereo not drawn)	5.1%	-2.2
CCC(C)N1C(=O)CCC1C(=O)NCCc1ccc(Cl)cc1 (stereo not drawn)	-11.0%	-5.0
COc1ccc(N2CCN(C(=O)c3ccccc3NS(=O)(=O)c3ccc(C)cc3)CC2)cc1	i	-0.6
NS(=O)(=O)c1ccc(CCNC(=O)c2ccncc2)cc1	?	·
CCN(CC)C(=O)C(=O)N/N=C/c1ccc(F)cc1	?	·
CC(C)CCN1CCN(Cc2coc3ccccc3c2=O)CC1CCO (stereo not drawn)	?	·
Cc1ccc(NC(=S)NC(=O)c2ccc(Br)o2)c(C)c1	12.1%	7.3
COc1ccccc1-n1c(C)nc2cc(C(=O)NCCN3CCOCC3)ccc21	?	·
Cc1oc2c(CN3CCOCC3)c(O)ccc2c(=O)c1-c1ccccc1	11.7%	-14.4

Quoted at random: seven records from the list.
SMILES	Lipid storage S3	Lipid storage S3 cell count max
Cc1ccccc1C(=O)N1CCc2cc(-c3nc(NC(=O)Cc4ccc5c(c4)OCO5)sc3C)ccc21	13.0%	-7.7
COc1ccccc1-n1c(C)nc2cc(C(=O)NCCN3CCOCC3)ccc21	?	·
Cc1ccc(NC(=S)NC(=O)c2ccc(Br)o2)c(C)c1	12.1%	7.3
NS(=O)(=O)c1ccc(CCNC(=O)c2ccncc2)cc1	?	·
Fc1ccc(C(c2nnnn2C2CCCC2)N(Cc2ccco2)CC2CCCO2)cc1 (stereo not drawn)	i	-7.5
O=C(Oc1ccc([N+](=O)[O-])cc1)c1cc(-c2ccccc2)nc2ccccc12	?	·
Clc1ccc(/C(Cc2nc3ccccc3[nH]2)=N\Nc2ccccc2)cc1	?	·

Next part.
SMILES	Lipid storage S3	Lipid storage S3 cell count max
C=CCC1NS(=O)(=O)OC2CCCCC12 (stereo not drawn)	i	·
COc1ccccc1NC(=O)c1ccc(NS(=O)(=O)c2ccc(F)c(F)c2F)cc1	i	·
Nc1nnnn1/N=C/c1cc(Cl)cc(Cl)c1O	24.5%	-13.8
C=CCc1cc(OC)ccc1OCCN1CC(C)OC(C)C1 (stereo not drawn)	?	·
COc1cccc(OC)c1C(=O)NC(=S)Nc1ccc2c(c1)C(=O)N(C)C2=O	?	·
COc1cccc(NC(=S)N(CCCN2CCOCC2)C(C)c2cc3ccccc3o2)c1 (stereo not drawn)	5.9%	5.1
Cc1ccc(C)c(S(=O)(=O)N/N=C/c2cccnc2)c1	?	·
Cc1ccc(-c2cc(-c3ccco3)c3c(N)c(C(=O)NN)oc3n2)cc1	-17.1%	3.1
Cc1ccc(C(O)(C(=O)NNS(=O)(=O)c2ccc(C)cc2)c2ccc(C)cc2)cc1	?	·
COC(=O)Cc1csc(/N=C/c2c(O)n(-c3cccc(C(F)(F)F)c3)c(=O)c3ccccc23)n1	-0.7%	13.0
O=C(Cc1c(F)cccc1Cl)Nc1ccccc1C(=O)N1CCOCC1	17.5%	4.4
COc1ccc(-c2csc(Cc3nnc(N4CCOCC4)n3-c3ccccc3)n2)cc1OC	?	·
CN1C(=O)NC(c2ccc(Cl)cc2)C2=C1CC(C)(C)CC2=O (stereo not drawn)	-5.1%	-14.9
O=C(C[n+]1cc(-c2ccc(F)cc2)n2c1CCC2)N1c2ccccc2Sc2ccccc21	?	·
COc1ccc(NC(=O)c2coc3ccccc23)cc1OC	?	·
CC(C)(C)OC(=O)[C@H](Cc1ccccc1)NC(=O)c1[nH]cnc1C(=O)Nc1cccc(Cl)c1	?	·
CCOc1ccc(CN(C)CC(=O)Nc2ccc(N3CCOCC3)cc2)cc1OC	3.9%	3.4
NC(=O)NCCc1ccccc1	?	·
Cc1cc(C(=O)Nc2ccccc2N2CCOCC2)ccc1[N+](=O)[O-]	-0.1%	-4.2
Cc1c(C(=O)N2CCN(S(=O)(=O)c3cc(F)ccc3F)CC2)oc2ccccc12	16.3%	-12.2
CCc1ccc(S(=O)(=O)ON2C(=O)c3ccccc3C2=O)cc1	?	·
Cc1nn(C(C)(C)C)c(NC(=O)c2ccccc2)c1C#N	-5.1%	3.1
Cc1nn(C)c(C)c1CN(Cc1nc(-c2cc(F)ccc2F)oc1C)C1CC1	-18.0%	-5.7
Cc1ccccc1NC(=O)NC1(C(=O)N2CCC(O)CC2)CCCCC1	?	·
O=C(CCOc1ccccc1)Nc1ccnn1C1CCN(CCc2ccccc2)CC1	-9.8%	2.7
CCN=c1scc(C)n1/N=C/c1ccsc1	11.1%	-2.4
CCn1c(=O)cc(SCC(=O)N2CCN(C3CCCCC3)CC2)c2ccccc21	?	·
COc1ccc(Br)cc1C1CC(=O)C(C)C(c2cc(Br)ccc2OC)N1 (stereo not drawn)	0.0%	7.1
O=C(CCc1nnc2ccc(NCc3ccco3)nn12)N1CCCCC1	i	1.1
CNC(=S)N(CCc1c(C)[nH]c2ccc(C)cc12)Cc1ccco1	?	·
CCOc1ccc(-c2c(C(=O)N/N=C/c3ccc(OC(C)C)cc3)nnn2-c2nonc2N)cc1	-4.6%	1.9
N/C(=N\c1nc2c(c(=O)[nH]1)CCC2)Nc1cccc2ccccc12	-2.0%	-7.4
Cc1cccc(N2CC(C(=O)OCc3ccc([N+](=O)[O-])cc3)CC2=O)c1 (stereo not drawn)	?	·
O=C(NCc1ccc(F)cc1)N1CCN(C(=O)c2ccccc2)CC1	16.7%	-6.1
O=C(CCCO)NNc1c2ccccc2nc2ccccc12	?	·
COC(=O)c1c(O)c2c([nH]c1=O)CCCC2	?	·
CC(C)CCOC(=O)/C(=C/c1ccco1)NC(=O)/C=C/c1ccccc1	-23.8%	5.7
COc1ccc(C(=O)OC(C)C(=O)Nc2cc(C(F)(F)F)ccc2Cl)c(OC)c1OC (stereo not drawn)	-10.2%	-12.7
Cc1ccc(N=C2NC(=O)C(CC(=O)O)S2)cc1 (stereo not drawn)	10.1%	14.9
CN(C)C(=O)c1ccc(NC(=O)COC(=O)Cn2cc(C(F)(F)F)ccc2=O)cc1	?	·
O=C(CNC(=O)c1cccs1)N/N=C/c1ccc(Cl)cc1	?	·
CCOc1cc2c(cc1OCC)C(c1ccccc1)N(c1ccc(C(=O)O)cc1)C(=O)C2 (stereo not drawn)	-3.1%	2.9
Cc1ccc([C@@H]2[C@@H]3C(=O)N(C)C(=O)[C@@H]3[C@@H]3C(=O)Nc4ccccc4C(=O)N23)cc1	?	·
O=C(CN1C(=O)NC2(CCCCCC2)C1=O)N1CCCCC1	?	·
CO/N=C/C(c1ncc(C(F)(F)F)cc1Cl)S(=O)(=O)c1ccccc1 (stereo not drawn)	-14.1%	·
Brc1ccccc1-c1nc(-c2ccccc2)no1	?	·
CC(C)(Oc1ccc(Cl)cc1)C(=O)Nc1cccnc1	1.6%	-4.3
CN(C)NC(=S)Nc1ccc(S(=O)(=O)N2CCCCC2)cc1	?	·
CCCc1nn(C)c(C(N)=O)c1[N+](=O)[O-]	-11.2%	-12.8
COCCCNCCOCCOc1c(OC)cccc1OC	?	·
C[C@@H](C(=O)Nc1cccnc1)n1c(=O)[nH]c2ccccc2c1=O	?	·
Cc1cc(NC(=O)c2ccccc2F)ncc1NC(=O)c1cccs1	-11.0%[9.22 µM]	8.7
Cc1c(NC(=O)COC(=O)C2=COCCO2)cccc1[N+](=O)[O-]	i[0.0737 µM]	·
COc1cc(CCNC(=O)c2ccccc2NC(=O)C2=C(C)OCCS2)cc(OC)c1OC	?	·
Cc1cc(N2CCOCC2)c2c(N)c(C)cc(C)c2n1	?	·
Cc1nc(CNS(=O)(=O)c2cccc(F)c2)cs1	28.0%	1.0
CCOc1cc(/C=N/Nc2nc(Nc3ccccc3)nc(N3CCCCC3)n2)ccc1OCC(=O)O	?	·
CC1CC(C)CN(C(=O)Cn2c(=O)n(CCCC(=O)NCc3ccco3)c(=O)c3sccc32)C1 (stereo not drawn)	?	·
CC(=O)Nc1ccc(C(=O)NCC2(N3CCCCC3)CCCCC2)cc1	-11.0%	-12.0
CNC(=S)N1N=C(c2ccc(C)cc2)CC1c1ccc(Br)cc1 (stereo not drawn)	?	·

Entries above containing a cyano group, in the order listed:
SMILES	Lipid storage S3	Lipid storage S3 cell count max
COCCn1c(C)cc(C(=O)COC(=O)c2ccc(NC(=O)CC#N)cc2)c1C	?	·
Cc1nn(C(C)(C)C)c(NC(=O)c2ccccc2)c1C#N	-5.1%	3.1

Other entries
SMILES	Lipid storage S3	Lipid storage S3 cell count max
CCCN(CC(=O)Nc1ccccc1C)C(=O)C1CCN(S(=O)(=O)c2cccc(C(F)(F)F)c2)CC1	4.0%	4.4
CCOCCN(C=O)c1cccc(OC)c1	?	·
Cc1sc2nc(CN(C(=O)NC3CCCCC3)C3CCCCC3)[nH]c(=O)c2c1C	-4.4%	-19.6
COCCCC1CCN(C(=O)C2CCC(=O)N(Cc3cccc(F)c3)C2)CC1 (stereo not drawn)	?	·
O=C(O)c1cccc(N2C(=O)c3cc4cccc(Br)c4cc3C2=O)c1	6.5%	19.0
O=C(CSc1nc2c(c(=O)n1-c1ccc(Cl)cc1)SCC2)Nc1nccs1	i	-1.1
CCCCN(C(=O)c1ccc(C)o1)c1c(N)n(CC(C)C)c(=O)[nH]c1=O	?	·

Screens as filed in PubChem.
